# dFosB activator: enhances mouse delta FosB homodimer DNA binding; hit rate 0.99% among 340,000; purified delta FosB, TAMRA-CDK5 oligo fluorescence polarization; percent of positive-control signal above neutral wells; activation, % at 25 µM; P13346; AID 493131;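 active = mean activation above about 17%, with every replicate also reaching it, limit read from the data, passing the limit was not always enough; inconclusive = only one of the two conditions met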;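 note: fluorescence polarization rise as delta FosB binds a TAMRA Cdk5 AP-1 oligo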
# Target sequence (P13346 whole entry, looked up): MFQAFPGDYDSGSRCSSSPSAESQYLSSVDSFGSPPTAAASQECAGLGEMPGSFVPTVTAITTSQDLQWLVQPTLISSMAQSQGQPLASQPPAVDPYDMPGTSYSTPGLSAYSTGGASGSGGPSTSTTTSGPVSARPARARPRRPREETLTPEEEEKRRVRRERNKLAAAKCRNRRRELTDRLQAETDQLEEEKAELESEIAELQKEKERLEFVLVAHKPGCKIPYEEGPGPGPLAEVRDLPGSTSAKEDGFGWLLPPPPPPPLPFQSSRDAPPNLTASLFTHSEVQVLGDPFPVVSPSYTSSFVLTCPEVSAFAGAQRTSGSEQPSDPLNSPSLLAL
# Wnt act: activates Wnt/beta-catenin signaling in a reporter cell assay; activation, % at 9.35 µM; activator, plate reader; AID 743398; hit rate 1.2% among 300,000; in the data active = activation above about 30%, passing the limit was not always enough; inconclusive = no clear call, values can overlap the other calls;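 note: 0% = neutral control wells and 100% = positive control wells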
# SR-BI DiI inh: mouse SR-BI HDL lipid transfer inhibition; AID 488896; hit rate 0.96% among 320,000; inhibition, % at 12.5 µM; ldlA[mSR-BI] CHO cells, DiI-HDL uptake fluorescence, 3 h; Q61009;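 active = mean replicate inhibition of at least 70% and a set share of replicates each scoring 70 or more; inconclusive = meets just one of the two criteria; inactive = fails both criteria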;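 note: 0% = median of neutral control wells and 100% = median of positive control wells; values of inactives mirror those of a sister screen read the other way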
# RTF Ca sens act: cardiac RTF calcium sensitization; IANBD-labeled TnC RTF fluorescence at EC20 calcium; 0% EC20 calcium, 100% full calcium; activation, % at 7.2 µM; hit rate 0.24% among 340,000; P19429+P45379; AID 493008;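 active = activation above the mean over all tested compounds plus 3 SD, cut at about 30% in these data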;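 note: rise in fluorescence read as greater calcium sensitivity of cardiac thin filaments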
# Rtt109 Vps75: blocks Candida albicans Rtt109/Vps75 acetyltransferase activity; AID 540336; hit rate 0.16% among 330,000; purified Rtt109/Vps75, ThioGlo CoA-SH fluorescence, 4 h; inhibition, % at 34.9 µM; Q5AAJ8;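 active = inhibition of at least 50% in every replicate; inconclusive = best replicate reaches 50% inhibition but some replicates fall short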
# Target sequence (Q5AAJ8 whole entry, looked up): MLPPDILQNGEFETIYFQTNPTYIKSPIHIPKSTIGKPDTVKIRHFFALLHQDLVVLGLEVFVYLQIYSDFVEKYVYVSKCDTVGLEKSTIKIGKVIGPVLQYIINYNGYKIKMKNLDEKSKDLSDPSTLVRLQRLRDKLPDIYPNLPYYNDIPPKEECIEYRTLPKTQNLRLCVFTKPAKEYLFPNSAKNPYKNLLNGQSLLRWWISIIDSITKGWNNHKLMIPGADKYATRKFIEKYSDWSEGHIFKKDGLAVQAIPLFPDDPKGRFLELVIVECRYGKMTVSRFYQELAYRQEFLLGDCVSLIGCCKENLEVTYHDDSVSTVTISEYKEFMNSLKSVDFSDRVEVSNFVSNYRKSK
# SR-BI DiI-HDL act: activators of SR-BI mediated HDL lipid uptake | CHO ldlA[mSR-BI] cells, DiI-HDL uptake fluorescence, 3 h; 100 = double the neutral-control signal | activation, % at 12.5 µM | hit rate 0.096% among 320,000;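 active = mean replicate activation of at least 60% and every replicate at or above 60%; inconclusive = mean or all-replicate condition met, but not both; inactive = mean below 60% and not all replicates reaching 60%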;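 note: 0% = median plate neutral-control signal and 100% = twice that signal; values of inactives mirror those of a sister screen read the other way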
#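 Test system: SR-BI-overexpressing, LDLR-lacking CHO cells; Medium: Ham's F12 with 0.5% BSA, HEPES 25 mM, pH 7.4; Schedule: 3 h, 37 °C; Technique: bottom-read fluorescence, 550/595 nm.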
# HTR5A ag ctr: counter-screen for OPRM1-OPRD1 agonists: human HTR5A agonism. P47898. HTR5A agonist assay, luminescence, cell-based. activation, % at 9.3 µM. hit rate 0.61% among 340,000. AID 504692; in the data active = activation mostly above about 9.5%, no sharp cut-off; inactive = mostly below about 7.6%;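 note: 0% = cells with vehicle only and 100% = reference agonist; strong numbers were not always called active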
# Target sequence (P47898 whole entry, looked up): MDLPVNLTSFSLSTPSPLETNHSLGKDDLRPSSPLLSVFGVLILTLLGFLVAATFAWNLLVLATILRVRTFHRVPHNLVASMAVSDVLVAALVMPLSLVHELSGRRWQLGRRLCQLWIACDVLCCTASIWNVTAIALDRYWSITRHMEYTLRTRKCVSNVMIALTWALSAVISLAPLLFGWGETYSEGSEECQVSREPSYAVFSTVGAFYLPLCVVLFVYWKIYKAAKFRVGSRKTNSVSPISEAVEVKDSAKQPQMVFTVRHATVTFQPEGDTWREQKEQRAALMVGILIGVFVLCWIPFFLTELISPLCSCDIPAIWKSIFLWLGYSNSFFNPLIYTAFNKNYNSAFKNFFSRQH
# PvdQ inh: blocks Pseudomonas aeruginosa PvdQ acylase activity. inhibition, % at 10 µM. hit rate 0.063% among 340,000. purified PvdQ acylase, fluorescence plate reader; in the data active = inhibition above about 30%, passing the limit was not always enough; inconclusive = no clear call, values can overlap the other calls;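 note: 0% = vehicle neutral wells and 100% = reference inhibitor wells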
# CDK5 p35 inh: blocks human CDK5/p35 kinase activity. hit rate 0.01% among 330,000. Recombinant CDK5/p35, ADP-Glo luminescence, 60 min. inhibition, % at 10 µM;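 active = highest replicate inhibition of at least 50% and at least 75% of replicates reaching 50%; inconclusive = only one of the two criteria met; inactive = both criteria failed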;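 note: plate controls were DMSO neutral control for no effect and GW8510 at 10 µM for full effect; many of its hits are not listed in these tables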
# MITF TRPM1 HTS: activators of MITF-driven TRPM1 promoter activity in SK-MEL-5 cells | SK-MEL-5 TRPM1-promoter luciferase, 24 h; % of positive control, neutral wells = 0 | activation, % at 12.5 µM | hit rate 0.75% among 300,000 | AID 588334;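 active = mean activation of at least 80% with every replicate also reaching 80%; inconclusive = mean reaches 80% but some replicate falls short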;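 note: 0% = neutral control wells and 100% = parthenolide positive control wells; values of inactives mirror those of a sister screen read the other way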
# * = called active by the depositor; ? = inconclusive; . = not tested or not shown.
SMILES,dFosB activator,Wnt act,SR-BI DiI inh,RTF Ca sens act,Rtt109 Vps75,SR-BI DiI-HDL act,HTR5A ag ctr,PvdQ inh,CDK5 p35 inh,MITF TRPM1 HTS
NC(=O)[C@@H]1CCCN1C(=O)[C@@H](Cc1cnc[nH]1)NC(=O)[C@@H]1CCC(=O)N1,-5,3,-27,0,-6,27,0,2,0.9,-11
O=C(COC(=O)C1CCCCC1)Nc1ccc([N+](=O)[O-])cc1,-7,-1,-9,20,5,9,-3,-7,0.0,-6
CCOC(=O)CC(=O)CSc1ncnc2c1oc1ccccc12,-2,.,4,-6,1,-4,-5,4,0.4,11
OCCCn1c(CCNc2nc(-c3ccc(Cl)cc3)cs2)nc2cc(C(F)(F)F)ccc21,-3,-5,36,-3,4,-36,-1,-10,-1.8,-1
Cc1cc2cc(CNC(=O)NC3CCCCC3)ccc2n1C,-7,-3,7,1,-5,-7,2,-2,-0.4,1
N#Cc1cc2c(nc1SCc1ccccc1)CCCC2,3,-3,30,5,13,-30,-3,-1,0.7,15
CCOC(=O)c1c(N)nn(C(=O)c2ccccc2)c1-c1ccccc1,-4,-11,-4,2,17,4,-1,4,0.7,-4
Cc1ccc(C(=O)N(CC(=O)NC2CCCCC2)c2ccccc2C)s1,-4,-6,17,1,27,-17,3,3,1.7,0
Cc1ccc(Cn2ccc(NC(=O)c3cc(-c4ccc(F)cc4)on3)n2)cc1,-10,.,20,3,-4,-20,2,3,0.0,-4
C/C(=N/O)c1cccc(N2Cc3ccccc3C2)c1,-8,9,-10,2,-3,10,0,-8,-0.9,9
CCOC(=O)[C@H]1[C@H]2COc3ccc(Br)cc3[C@@H]2N2C(=O)CN(CC3CCCO3)C(=O)[C@@]12C (stereo partly drawn),1,0,2,-7,3,-4,0,-3,4.0,1
Cc1nn(C)c(Oc2cccc(C(F)(F)F)c2)c1C#N,-9,-1,13,3,-3,-13,1,-18,0.3,10
FC(F)(F)c1nnc2c(Sc3ccccc3)nc3ccccc3n12,4,12,37,6,-6,-37,-5,-17,-1.9,.
S=C(NCC(c1cccnc1)N1CCOCC1)NC1CCCCC1 (stereo not drawn),-2,-1,-4,2,.,4,-2,-13,0.2,10
COc1cc(/C=N/N=C2/C(=O)Nc3ccccc32)ccc1O,-10,.,-7,-2,1,7,-5,-4,7.8,-8
COc1cc2c3nnc(-c4ccc(F)cc4)c-3cn(Cc3ccccc3F)c2cc1OC,15,-12,-8,5,14,8,6,9,-0.3,-91
COC(=O)C(NC(C)=O)(Nc1ccc(Br)cn1)C(F)(F)F (stereo not drawn),6,.,-8,3,4,8,3,-9,0.6,7
O=C(CCN1CCCC1Cc1ccccc1)c1ccc2c(c1)OCCO2 (stereo not drawn),-3,.,-4,6,-1,4,9,-2,1.8,-3
NS(=O)(=O)c1ccc(NC(=O)CSc2cn[nH]n2)cc1,-13,15,.,7,2,.,2,-23,0.1,-3
C/C(=N\N(C)C)c1ccc(OCCOc2ccc([N+](=O)[O-])cc2)cc1,0,-3,.,-3,-10,.,0,-4,-2.0,0
COc1cc(CNc2ccc(C(=O)O)cc2)cc(Br)c1OCC(=O)NC(C)(C)C,5,.,-31,5,-9,31,3,2,-1.8,10
CCOc1ccc2nc(NC(=O)CSc3nc4cccnc4n3C)sc2c1,?,.,21,-8,-13,-21,5,-10,1.3,26
COc1ccc(NC(=O)c2cccc(S(=O)(=O)N3CCc4ccccc43)c2)cn1,-15,-2,16,5,-16,-16,-5,-8,0.9,-6
COc1ccc(N(Cc2ccccc2)S(=O)(=O)c2ccc(C)cc2)cc1,2,-1,-3,.,-12,3,.,-1,-1.8,9
COc1ccc(Nc2ncnc3ccccc23)cc1,3,18,-25,0,10,25,6,-12,0.0,97*
COc1ccc(CCNC(=O)CSc2nnc(Cc3csc(N)n3)n2C)cc1OC,-1,-1,-27,-5,5,27,3,-3,1.9,4
O=C(O)c1cc(-c2ccco2)nn1-c1ccc(Cl)cc1,-16,-2,-26,-6,9,26,-5,-7,-4.7,2
Nc1nc(SCC(=O)c2ccc(Oc3ccccc3)cc2)n[nH]1,0,.,-34,-6,6,34,-1,-6,0.6,13
COc1cc(CNCc2ccc(OC)cc2OC)cc(OC)c1,-11,-3,19,4,1,-19,1,-6,0.2,-3
COc1ccc(/C=N/N=C2\SCC(=O)N2c2c(C)n(C)n(-c3ccccc3)c2=O)cc1OC,-3,-2,0,3,0,0,-2,-10,-0.6,-11
CC(CN(C(N)=O)c1ccccc1O)C(=O)O (stereo not drawn),-1,2,-16,-4,5,16,5,-3,-0.2,-5
O=C(O)c1ccc2c(c1)S(=O)(=O)c1cc(Cl)ccc1C2=O,1,4,-5,7,1,5,-3,-11,-1.3,27
CC1(C)C2CCC(C2)C1(C)NC(=O)CNCC1CCCCC1 (stereo not drawn),5,-10,-17,3,8,17,-3,-17,0.6,12
CC(C)[C@H](NC(=O)c1ccccc1)C(=O)OCC(=O)N1CCc2ccccc2C1,-7,.,8,0,1,-8,4,-3,-4.3,-11
Cc1nnc(C)n1/N=C/c1ccc(-c2ccccc2)cc1,-8,1,-21,3,3,21,3,0,-2.3,1
Cc1c(C)n2c(SCC(=O)N3CCOCC3)nnc2[nH]c1=O,-2,-2,-9,-1,4,9,0,-7,-3.4,-3
CCN(CC)S(=O)(=O)c1ccc(Cl)c(NC(=O)COC(=O)/C=C/c2ccc(O)c(OC)c2)c1,-2,-3,45,3,-12,-45,-1,-9,-1.5,4
CC(C)C(OC(=O)c1ccco1)C(=O)NC1CCCC1 (stereo not drawn),-8,-4,-1,0,-6,1,5,-12,-0.5,1
O=C(NCC(c1cccs1)N1CCOCC1)c1ccc(Cl)c([N+](=O)[O-])c1 (stereo not drawn),3,-3,-5,-2,7,5,-2,2,-0.1,-5
CCn1c(SCC(=O)NC2CC2)nnc1-c1ccncc1,5,0,6,-2,20,-6,0,-4,-0.7,-3
Cc1cc(C)c(S(=O)(=O)N2CCN(C(=O)C3COc4ccccc4O3)CC2)c(C)c1 (stereo not drawn),3,0,6,-2,6,-6,0,-20,-2.8,9
Cc1cccc(NCCNc2cccc(C)c2)c1,7,29,21,5,-12,.,0,9,-0.9,4
O=C(COC(=O)CN1C(=O)C2CC=CCC2C1=O)Nc1cc(C(F)(F)F)ccc1N1CCOCC1 (stereo not drawn),-2,-8,34,8,-1,-34,2,-15,0.7,.
CC1CCCC(NC(=O)COC(=O)Cc2c[nH]c3ccccc23)C1C (stereo not drawn),1,-1,-21,-2,-17,21,2,-12,-3.3,-12
COC(=O)c1cc(C(=O)CC(C)C)c[nH]1,4,0,-9,2,-12,9,-10,-7,-3.3,7
CCOCc1nnc(NC(=O)CSCc2ccccc2)s1,2,-3,-1,0,4,1,-4,-10,0.9,-5
CCCCN(CCCC)CCCNC(=O)Cn1cc2c(n1)-c1c(oc(C(=O)N3CCCC3)c1C)CC2,0,-1,-7,-3,3,7,1,4,0.2,14
Cc1ccccc1-c1nc2ccccc2c(=O)n1/N=C/c1ccccc1[N+](=O)[O-],2,.,35,2,2,-35,-2,-1,1.3,-7
O=C(CNC(=O)c1ccccc1)NCC(=O)OCc1ccccc1Cl,-2,1,-23,.,2,23,.,-14,-0.6,13
O=C(NCc1ccc(F)cc1)c1cccc(S(=O)(=O)N2CCCC2)c1,2,.,1,-4,6,-1,-7,7,-1.7,7
CCC(C)[C@H](N)c1nnc(SCc2cccc(F)c2)o1 (stereo partly drawn),1,0,-5,-1,11,5,1,7,-0.2,-5
Cc1nc2cc(C(=O)OCC(=O)Nc3cccc(Cl)c3)ccc2n1-c1ccccc1,-3,-4,-6,-7,-9,6,0,-6,-0.5,4
CCCCNC(=O)Nc1nnc(-c2ccccc2)o1,-3,.,8,18,2,-8,5,-8,0.4,.
O=C(NCCN1CCN(Cc2ccccc2Cl)CC1)Nc1ccccc1,-8,-2,10,11,7,-10,1,-10,-3.0,6
Cc1ccc2c(c1)NC(=O)C(CC(=O)NCCCN1CCCC1=O)O2 (stereo not drawn),3,0,-1,-2,3,1,0,-6,1.8,3
CC1Cc2ccccc2N1C(=O)CN1C(=O)COc2ccccc21 (stereo not drawn),-6,.,0,11,2,0,2,-12,-0.6,-6
CCOc1ccc(C(CC(=O)O)NC(=O)c2ccco2)cc1 (stereo not drawn),3,0,-31,4,-3,31,10,-12,-2.1,-3
Cn1cnnc1SCC(=O)NNC(=O)c1ccc(Cl)cc1,3,1,-7,-2,-2,7,6,4,-1.6,0
Cc1ccc(NC(=O)COC(=O)c2ccco2)cc1S(=O)(=O)N1CCOCC1,-9,1,-23,-1,11,23,0,0,-0.7,4
COc1ccc(C(=O)CSc2nc3ccc([N+](=O)[O-])cc3[nH]2)cc1,14,.,21,5,2,-21,1,-17,0.2,4

# MITF TRPM1 HTS, entries above that show a hit
compound	dFosB activator	Wnt act	SR-BI DiI inh	Rtt109 Vps75	SR-BI DiI-HDL act	PvdQ inh	CDK5 p35 inh	MITF TRPM1 HTS
COc1ccc(Nc2ncnc3ccccc23)cc1	3	18	-25	10	25	-12	0.0	97*

# Carrying on.
SMILES,dFosB activator,Wnt act,SR-BI DiI inh,RTF Ca sens act,Rtt109 Vps75,SR-BI DiI-HDL act,HTR5A ag ctr,PvdQ inh,CDK5 p35 inh,MITF TRPM1 HTS
O=C(Nc1cccc(F)c1)NC1(C(=O)N2CCOCC2)CCCCC1,5,0,-13,-5,-6,13,-5,-5,-0.9,-3
N#CC(c1ccncc1)(c1ncc(C(F)(F)F)cc1Cl)N1CCOCC1 (stereo not drawn),-13,-2,9,-5,-4,-9,4,10,1.0,22
O=C(Cn1nnc(-c2ccc(CN3CCOCC3)cc2)n1)NC1CCCCC1,-2,.,-16,-2,.,16,2,7,0.2,.
O=C(CCCCCCCC(=O)N1CCCCCC1)N1CCCCCC1,1,-2,-22,2,6,22,2,-5,-0.7,4
CC(OC(=O)CNC(=O)C12CC3CC(CC(C3)C1)C2)C(=O)Nc1ccc(N2CCOCC2)cc1 (stereo not drawn),2,-4,-1,-6,5,1,1,-10,-4.2,9
COC(=O)c1ccccc1NC(=O)c1cnn2cccnc12,-11,-1,13,-2,6,-13,-1,15,0.9,4
CCN1C(=O)[C@H]2[C@@H](c3ccc(SC4CCCCC4)c(OC)c3)N3CCCC[C@@]3(C(=O)OC)[C@H]2C1=O,-3,-1,-22,-3,-3,22,-4,-5,1.2,-3
O=C(OCC(=O)N1CCc2ccccc21)c1ccc([N+](=O)[O-])cc1,-4,6,-2,-4,-2,2,-2,-7,0.3,-10
